Shiga inhibitor: Shiga toxin inhibition; Vero cells, Shiga toxin protein synthesis inhibition reporter; inhibition, % at 38.7 µM; 290,000 compounds, 9.2% hits; AID 2315; in the data active = inhibition mostly above about 28%, no sharp cut-off; inactive = mostly below about 43%; note: 0% is about no effect
Pf growth 96h: P. falciparum growth inhibition at 96 hour, primary screen for plastid delayed-death inhibitors; Potency, µM (highest dose often 28.7 µM), inactives show at the highest dose activity change, negative = inhibition, actives largely listed as inhibitors; 320,000 compounds, 6.9% hits; P. falciparum luciferase reporter growth, 96 h; AID 504834; note: potency is the fitted concentration of half-maximal effect; % is set by controls: 0 for no effect and ±100 for the full control effect
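Plates of compound plus infected erythrocytes (2% hematocrit, 0.05% parasitemia final) incubate 96 hours, 37 C, 5% CO2. Detection reagent added; reduced luminescence from the parasites' luciferase reporter flags inhibition.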
AmpC inh no detg: inhibitors of E. coli AmpC beta-lactamase without detergent | P00811 | AmpC nitrocefin hydrolysis, absorbance 480 nm, 0.0001% Triton | Potency, µM (top dose mostly 57.1 µM), for the others: at the top dose activity change, negative = inhibition, hits mostly inhibitors | 330,000 compounds, 0.52% hits | AID 485341;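 note: potency is the fitted concentration of half-maximal effect; plate controls were no compound for no effect and no enzyme for full effect; nearly all actives have a fitted effect of over 20% in size; some results filed as inactive show a strong effect at the top dose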
Target sequence (P00811 whole entry, looked up): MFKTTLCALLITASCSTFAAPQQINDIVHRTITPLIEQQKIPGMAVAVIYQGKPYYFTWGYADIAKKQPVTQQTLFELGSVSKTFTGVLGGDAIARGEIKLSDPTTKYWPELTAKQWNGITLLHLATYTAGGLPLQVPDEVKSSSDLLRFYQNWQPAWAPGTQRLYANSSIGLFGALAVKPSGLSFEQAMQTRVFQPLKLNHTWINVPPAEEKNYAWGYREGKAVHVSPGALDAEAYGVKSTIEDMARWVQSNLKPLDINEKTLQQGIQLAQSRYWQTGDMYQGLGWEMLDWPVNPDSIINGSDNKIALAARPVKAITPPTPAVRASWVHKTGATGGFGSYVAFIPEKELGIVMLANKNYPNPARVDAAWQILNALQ
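AmpC (5.3 nM in the dispensed reagent) in 20 mM phosphate pH 7.0 with 0.01% (detergent screen) or 0.0001% Triton X-100 was preincubated with compounds for 15 min at room temperature. Nitrocefin was then added from an 800 uM solution, and hydrolysis was followed at 480 nm.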
LmPK inh: LmPK (Leishmania mexicana) enzyme inhibition; Q27686; purified LmPK, Kinase-Glo ATP luminescence, 1 h; Potency, µM (series often up to 57.5 µM), for the others: at the top dose activity change, negative = inhibition, usual class: inhibitors; 290,000 compounds, 0.37% hits; AID 1721; note: potency is the fitted concentration of half-maximal effect; % is set by controls: 0 for no effect and ±100 for the full control effect
Target sequence (Q27686 whole entry, looked up): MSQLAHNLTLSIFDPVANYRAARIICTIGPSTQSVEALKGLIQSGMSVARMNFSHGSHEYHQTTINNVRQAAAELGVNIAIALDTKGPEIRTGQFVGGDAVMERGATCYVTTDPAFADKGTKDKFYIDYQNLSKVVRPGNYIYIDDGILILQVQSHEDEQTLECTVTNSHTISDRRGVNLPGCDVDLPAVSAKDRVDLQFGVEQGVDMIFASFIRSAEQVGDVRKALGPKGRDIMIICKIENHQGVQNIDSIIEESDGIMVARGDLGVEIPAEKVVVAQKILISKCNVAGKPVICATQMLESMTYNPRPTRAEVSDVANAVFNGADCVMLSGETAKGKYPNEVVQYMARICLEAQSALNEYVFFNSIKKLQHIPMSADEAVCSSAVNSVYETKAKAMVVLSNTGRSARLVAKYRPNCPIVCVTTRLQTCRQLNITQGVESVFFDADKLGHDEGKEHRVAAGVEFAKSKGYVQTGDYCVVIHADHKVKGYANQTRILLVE
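Purified LmPK (0.1 nM) with 0.5 mM PEP and 0.1 mM ADP in imidazole buffer pH 7.2 with MgCl2/KCl, 1 h at room temperature. ATP formed was read by luciferase luminescence and normalized to no-enzyme and uninhibited controls.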
Tb PYK inh: inhibitors of Trypanosoma brucei pyruvate kinase. Potency, µM (top dose mostly 76.8 µM), for the others: at the highest dose activity, negative = inhibition, hits mostly inhibitors. TbPYK enzyme, Kinase-Glo Plus ATP luminescence, 45 min. 410,000 compounds, 0.12% hits. AID 624173. Q57TT1; note: potency is the fitted concentration of half-maximal effect; % is set by controls: 0 for no effect and ±100 for the full control effect; nearly all actives have a fitted effect of over 50% in size
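Luminescent Kinase-Glo Plus end-point after 45 min room-temperature reaction of T. brucei pyruvate kinase started with 130 uM ADP (final). Buffer TEA 50 mM pH 7.2 with KCl, MgCl2, BSA, Tween-20; titration-based qHTS with fitted concentration-effect curves.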
Pf growth 48h: P. falciparum growth inhibition at 48 hours (one generation). AID 504832. Potency, µM (top dose mostly 28.7 µM), inactives show at the highest dose activity change, negative = inhibition, hits mostly inhibitors. 310,000 compounds, 5.9% hits. P. falciparum luciferase growth in erythrocytes, 48 h; note: potency is the fitted concentration of half-maximal effect; % is set by controls: 0 for no effect and ±100 for the full control effect
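Cell-based growth assay: transgenic P. falciparum expressing firefly luciferase, cultured in red cells within RPMI 1640 containing 0.5% w/v Albumax, 24 mM bicarbonate and gentamycin. A drop in luciferase activity indicates inhibition.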
Cycloheximide cs: counter-screen for Shiga toxin inhibitors: cycloheximide protein synthesis inhibition | cell reporter, cycloheximide protein synthesis inhibition counterscreen | 300,000 compounds, 12% hits | AID 2314 | max response, %; in the data active = max response mostly above about 13%, no sharp cut-off; inactive = mostly below about 14%; note: read at 38.3 µM for the half of the compounds with a filed dose; 0% is about no effect
* marks the source's active call; other numbers are inactive results; ? = inconclusive; / = not tested or not shown; & = joins results of further samples; [ ] = another dose, or the depositor's remark. Unless noted, calls come from the whole dose curve; as a rule, active = well fitted curve in the direction sought with a large enough effect; inconclusive = small, poorly fitted or top-dose-only effect, or another doubt; inactive = no such curve, though single readings can be large; an effect the other way counts as inactive or inconclusive.

Every second line gives: Shiga inhibitor	Pf growth 96h	AmpC inh no detg	LmPK inh	Tb PYK inh	Pf growth 48h	Cycloheximide cs
O=c1c2ccccc2nc2n1C(CBr)CS2 (stereo not given)
    11	-5%	0%[2.29 µM]	-4%	-6%	2%	9
O=C(Cc1ccccc1)N1CCN(S(=O)(=O)c2cccc([N+](=O)[O-])c2)CC1
    13	25%	-2%	2%	-1%	1%	-2
Cc1ccc(S(=O)(=O)NC2=NCN(CCc3ccccc3)CN2)cc1
    -14	/	-11%	2%	3%	3%	1
Cc1ccc(S(=O)(=O)Nc2ccccc2C(=O)OC(C)C(=O)Nc2ccc3ccccc3c2)cc1[N+](=O)[O-] (stereo not given)
    12	?	-26%	2%	-2%	-10%	2
O=C1CC(c2ccc(S(=O)(=O)NCc3ccncc3)cc2)CN1 (stereo not given)
    12	-12%	-6%	-2%	1%	/	-2
CCc1ccc(NC(=O)CC2S/C(=N/N=C3CCCCCC3)NC2=O)cc1 (stereo not given)
    -3	?	1%	4%	-1%	-3%	7
O=C(NCC(c1cccnc1)N1CCN(c2ccccc2F)CC1)C1CCCCC1 (stereo not given)
    -15	9%	0%	3%	-15%	/	-3
O=C(NNc1cc(N2CCOCC2)nc(N2CCOCC2)n1)c1ccc([N+](=O)[O-])cc1
    -9	8%	1%	-8%	4%	?	-2
COc1ccc(-c2cc(C(=O)Nc3c(C)n(C)n(-c4ccccc4)c3=O)no2)cc1OC
    -8	12%	-8%	8%	2%&0%	-9%	3
O=C(NCCS(=O)CCNC(=O)C(F)(F)F)C(F)(F)F
    -7	?	-5%	1%	1%	19%	-3

More structures.
Every second line gives: Shiga inhibitor	Pf growth 96h	AmpC inh no detg	LmPK inh	Tb PYK inh	Pf growth 48h	Cycloheximide cs
O=C(Cc1ccccc1)NCC(=O)N/N=C/c1cccnc1
    -7	2%	-25%	-6%	-2%	8%	-1
O=C(c1ccc(-c2ccccc2)cc1)c1ccc([N+](=O)[O-])cc1
    18	34%[activator]	-17%	1%	/	31%[activator]	-2
Cc1ccccc1N1CCN(Cc2ccc(Br)o2)CC1
    -1	-21%	3%	1%	17%	59%[activator]	2
O=C(c1ccc(Cl)cc1)C12CN3CN(CN(C3)C1)C2
    -8	?	-3%	-1%	-6%	18%	-4
Nc1ccccc1C(=O)NCC1(c2ccccc2)CCCC1
    -7	12%	20%	-6%	-1%	-13%	-4
C[C@]12CCC3[C@@H](CCC4=CC(=O)CC[C@@]43C=O)C1CCC2=O (stereo not given in full)
    -4	-8%	-3%	0%	-1%	?	-3
O=c1[nH]c(=S)[nH]c2sc3c(c12)CCCCCC3
    -10	?	-54%	-3%	-4%	-7%	-2
CCOC(=O)C1CCC(CN(Cc2ccccc2C)S(=O)(=O)c2ccc([N+](=O)[O-])cc2)CC1 (stereo not given)
    -10	?	-15%	0%	-5%	?	-6
COc1cccc(S(=O)(=O)NCc2ccc(C(=O)N3CCN(C)CC3)cc2)c1
    -7	0%	-23%	-3%	-2%	1%	-1
CC(C)CC(=O)Nc1nnn(C)n1
    2	?	-10%	-7%	14%	17%	-1

(cont.)
Every second line gives: Shiga inhibitor	Pf growth 96h	AmpC inh no detg	LmPK inh	Tb PYK inh	Pf growth 48h	Cycloheximide cs
CCOC(=O)c1sc2nc(C)nc(Nc3ccc(OC)c(OC)c3)c2c1C
    18	51%[activator]	-20%	4%	-10%	-11%	18
COc1ccccc1N/C(N)=N/c1nc(CSc2ccc(C)cc2)cc(=O)[nH]1
    -6	?	14µM*	7%	2%	0%	-4
COc1cc(OC)c(NS(=O)(=O)c2cc3[nH]c(=O)c(=O)[nH]c3cc2C)cc1Cl
    -6	?	-25%	3%	5%	?	20
CC(C)(C)c1nc2c(Br)cc(Br)cc2c(=O)o1
    -14	0.37µM*	-50%	-2%	11%	12%	-1
CCOc1ccc(N=Nc2c(=O)[nH]n3c(=O)cc(C)[nH]c23)cc1
    3	-2%	-18%	14µM*	-12%	-12%	10
CCC(C)NC(=O)c1nc2c(nnn2Cc2ccccc2Cl)c(=O)[nH]1 (stereo not given)
    6	17%	-22%	4%	3%	2%	-1
CCCNC(=O)c1c[nH]c2ccc(S(=O)(=O)N(C)c3ccc(OCC)cc3)cc2c1=O
    14	2%	-24%	9%	-1%	12µM*	-2
CCOc1ccc2c(c1)c1nc3ccccc3nc1n2C
    6	-4%	12%	6%	-3%	25%[0.00184 µM]	-2
CCCN(CCC)CCCNC(=O)CC1Nc2ccccc2NC1=O (stereo not given)
    24	6%	-13%	-3%	-5%	-25%	-5
CSc1ccccc1-c1n[nH]c(=S)o1
    -13	38%[activator]	-19%	-6%	-18%	13µM*	-5

Next structures
Every second line gives: Shiga inhibitor	Pf growth 96h	AmpC inh no detg	LmPK inh	Tb PYK inh	Pf growth 48h	Cycloheximide cs
CN1CCN(c2nc(-c3ccccc3)ncc2S(=O)(=O)c2ccccc2)CC1
    7	?	140%[activator]	1%	7%	?	-4
Cc1ccc(CSCC(=O)N2CCN(Cc3ccc4c(c3)OCO4)CC2)cc1
    -14	?	166%[activator]	1%	9%	-7%	6
O=C(CN1C(=O)C2CC=CCC2C1=O)OCC(=O)c1ccc(Cl)c([N+](=O)[O-])c1 (stereo not given)
    -28	?	-20%	-7%	4%	11%	1
CC(=O)NC1=NN(C(C)=O)C(c2cccs2)S1 (stereo not given)
    13	-5%	-9%	4%	-6%	-26%	1
CCC(=O)Nc1ccccc1Sc1ncnc2scc(-c3ccccc3)c12
    -15	4.7µM*	48%	-1%	-4%	13µM*	-4
CCOc1ccc(CNC(=O)C2CCCN(S(=O)(=O)N3CC(C)CC(C)C3)C2)cc1OC (stereo not given)
    -6	16%	117%[activator]	9%	-3%	-9%	-2
Cn1nnc2cc(C(=O)NCCC3=CCCCC3)ccc21
    64*	/	/	-1%	-8%	200%[activator]	37*
CC(C)CC(=O)N(c1ccc(F)cc1)C1C=CS(=O)(=O)C1 (stereo not given)
    14	?	5%	2%	0%	66%[activator]	7
Cc1ccc(C(=O)Nc2nc(=O)n(C(=O)c3ccccc3Cl)s2)cc1
    49*	42%[activator]	-26%	-9%	-4%	/	31*
CCc1cccc2c(C#N)cn(CC(=O)NCCOC)c12
    -15	-21%	-7%	-6%	-2%	10µM*	-5

The results go on.
Every second line gives: Shiga inhibitor	Pf growth 96h	AmpC inh no detg	LmPK inh	Tb PYK inh	Pf growth 48h	Cycloheximide cs
CN(C(=O)CSc1nnc(-c2ccncc2)n1C)C1CCS(=O)(=O)C1 (stereo not given)
    -19	16%	-8%	1%	1%	/	-4
CCOC(=O)c1ccc(NC(=O)N2CCN(C(=O)c3ccco3)CC2)cc1
    -5	?	-1%	3%	-11%	?	-4
COc1ccc(N=C2SC(CC(=O)Nc3ccccc3)C(=O)N2Cc2ccccn2)cc1 (stereo not given)
    14	?	58%	2%	-12%	?	21
COc1ccc(/C=N/NC(=O)c2cnccn2)cc1O
    38*	-13%	2%	-15%	-3%	90%[activator]	65*
CC(C)(C)OC(=O)N1CCC(CC2CC(c3cccc(Br)c3)=NO2)(C(=O)NCC2CCCCC2)CC1 (stereo not given)
    26	?	20%	-2%	3%	?	13*
O=C(O)CCn1c(SCc2cccc3ccccc23)nc2ccccc21
    40	?	-41%	1%	2%	/	-3
CC(=O)c1cccc(NC(=O)/C(=C\c2ccco2)NC(=O)c2cccs2)c1
    29*	?	-44%	1%	-2%	18%	13*
NS(=O)(=O)c1ccc(NC(=O)CSc2ccc3ccccc3n2)cc1
    -4	-21%	-27%	10%	5%&-5%	/	-3
Cc1ccc(CSc2ccc(S(=O)(=O)N3CCCCC3)cn2)cc1
    /	18%	-13%	/	-24%	?	/
c1ccc(CCN2CN=C(Nc3nc4ccccc4o3)NC2)cc1
    55	-17%	-15%	10%	4%	40%[activator]	13

Later entries:
Every second line gives: Shiga inhibitor	Pf growth 96h	AmpC inh no detg	LmPK inh	Tb PYK inh	Pf growth 48h	Cycloheximide cs
COc1ccc(CC(=O)Nc2ccncc2Cl)cc1
    -10	?	8%	-6%	4%	-16%	8
CCOc1ccc(NC(=O)c2ccc(NC(=O)c3ccc(CN4CCOCC4)cc3)cc2)cc1
    32	12%	-24%	-2%	-3%	-17%	6
C[C@@H]1O[C@@H](OC2C(O)C(OCCc3ccc(O)c(O)c3)OC(CO)C2OC(=O)/C=C/c2ccc(O)c(O)c2)[C@H](O)[C@H](O)[C@H]1O (stereo not given in full)
    /	?	36%	/	/	?	/
CCC(=O)NC(=S)Nc1ccc(N2CCOCC2)cc1
    96*	37%[activator]	-9%	1%	-4%	81%[activator]	28*
COc1ccc(CNC(=O)C2(C)Cc3ccccc3C(=O)O2)cc1 (stereo not given)
    -5	-9%	-7%	5%	2%	27%	-2
COc1ccccc1C#Cc1ccc2c(=O)c3ccccc3n(C)c2c1
    20	?	3%	-3%	4%	?	6
CCOC(=O)c1c(C)n(-c2ccccc2)c2ccc(OCCN(C)C)cc12
    17	-13%	89%[activator]	1%	-5%	?	-6
COc1cc(C(=O)NCC(=O)OCn2nnc3ccccc3c2=O)cc(OC)c1OC
    31	-3%	-4%	-4%	-3%	5%	11
CN(Cc1ccccc1)C(=O)c1ccc(NC(=O)Cc2cccc(NC(=O)C3CCCN(C(=O)C4CCCCC4)C3)c2)cc1 (stereo not given)
    /	?	26%	/	3%	?	/
COCCN(C(=O)Cc1cccs1)C(C(=O)NCc1ccc(OC)cc1)c1ccc(OC)cc1 (stereo not given)
    10	?	?	-2%	14%	13µM*	-2

Other compounds follow:
Every second line gives: Shiga inhibitor	Pf growth 96h	AmpC inh no detg	LmPK inh	Tb PYK inh	Pf growth 48h	Cycloheximide cs
CC(C)c1nc(C(=O)N2CCCC(N3CCN(c4cccc(Cl)c4)CC3)C2)cs1 (stereo not given)
    -15	3.7µM*	146%[activator]	-2%	-5%	?	-3
Cc1ccc(C(=O)CSc2nnc3ccccn23)c(C)c1
    35	113%[activator]	-5%	-8%	1%	92%[activator]	27*
CCOC(=O)Cc1csc(SCC(=O)Nc2cc(C)ccc2OC)n1
    -11	22%	-8%[2.29 µM]	1%	0%	-19%	-3
OCCN(Cc1nc(-c2ccc3c(c2)OCO3)no1)Cc1cccs1
    36*	25%	5%	8%	-2%	47%[activator]	17
COC(=O)c1c(NC(=O)c2c(Cl)cnn2C)sc(C)c1C
    -5	7%	-6%	1%	-3%	-16%	-1
N#C/C(N=Nc1ccccc1O)=N\Nc1ccccc1O
    /	?	-42%	/	?	?	/
COc1ccc(NC(=O)CSc2nnc(NC(=O)C3CCC3)s2)cc1
    33	16%	-12%	-5%	-2%	6%	-8

Source: PubChem BioAssay (National Center for Advancing Translational Sciences (NCATS))
